Assay outcomes as filed in PubChem.
PABP1 MLLE inh = inhibitors of microRNA-mediated deadenylation, human PABP1 MLLE binding; P11940; GST-MLLE / FITC-PAM2 fluorescence polarization; inhibition, % at 20 µM; hit rate 0.36% among 360,000; AID 588489; in the data active = inhibition above about 35%, passing the limit was not always enough;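 also: plate controls were DMSO wells with GST-MLLE for no effect and wells lacking GST-MLLE protein for full effect; some results filed as inactive read as strong as hits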
Target sequence (P11940 whole entry, looked up): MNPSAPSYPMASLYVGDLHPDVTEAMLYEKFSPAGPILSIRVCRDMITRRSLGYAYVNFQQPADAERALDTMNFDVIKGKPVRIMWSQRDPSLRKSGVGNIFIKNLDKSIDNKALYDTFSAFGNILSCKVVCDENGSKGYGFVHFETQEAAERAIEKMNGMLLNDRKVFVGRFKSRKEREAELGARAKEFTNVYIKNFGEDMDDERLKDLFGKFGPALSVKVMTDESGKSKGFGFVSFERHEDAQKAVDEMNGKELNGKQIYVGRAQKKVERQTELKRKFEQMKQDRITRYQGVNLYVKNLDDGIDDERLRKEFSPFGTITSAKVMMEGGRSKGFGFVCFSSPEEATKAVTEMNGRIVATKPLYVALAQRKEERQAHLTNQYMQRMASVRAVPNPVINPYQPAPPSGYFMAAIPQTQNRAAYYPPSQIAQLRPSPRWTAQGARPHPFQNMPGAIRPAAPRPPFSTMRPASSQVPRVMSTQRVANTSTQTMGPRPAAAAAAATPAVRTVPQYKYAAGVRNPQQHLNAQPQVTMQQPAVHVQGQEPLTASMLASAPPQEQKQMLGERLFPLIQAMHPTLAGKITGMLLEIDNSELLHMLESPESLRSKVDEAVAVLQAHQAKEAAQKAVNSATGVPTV
MsrA act = activators of bovine methionine sulfoxide reductase A | purified bovine MsrA, absorbance read-out | activation, % at 10.6 µM | hit rate 0.3% among 360,000; in the data active = activation above about 7.5%;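 also: 0% = vehicle and 100% = reference activator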
FAS TE block = FAS thioesterase (human) inhibition. inhibition, % at 15 µM. P49327. hit rate 0.67% among 360,000. recombinant FAS-TE, OMFH fluorogenic substrate, fluorescence endpoint. AID 602261;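 active = compounds whose normalised, plate-corrected inhibition of enzyme fluorescence in the single-dose primary screen is 50% or more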;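 also: 0% = DMSO with enzyme and 100% = substrate without enzyme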
eLon inh = inhibitors of E. coli Lon protease; P0A9M0; purified E. coli Lon protease, fluorescence polarization; inhibition, % at 7.94 µM; AID 602123; hit rate 0.42% among 360,000; in the data active = inhibition above about 13%, passing the limit was not always enough;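 also: 0% = enzyme with probe and DMSO and 100% = no enzyme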
NRP1-CendR mod = NRP-1/CendR interaction modulation | O14786 | FAM-RPARPAR peptide binding to NRP-1, fluorescence polarization | inhibition, % at 25 µM | hit rate 0.85% among 360,000 | AID 602438;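 active = inhibition or corrected inhibition above about 18%, plus a signal ratio from 0.5 to 1.5, limit read from the data, passing the limit was not always enough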; also: strong numbers were not always called active
Tb MetRS inh = blocks T. brucei methionyl-tRNA synthetase activity. inhibition, % at 11.9 µM. hit rate 0.4% among 360,000. purified T. brucei MetRS, ATP depletion, Kinase-Glo luminescence;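 active = inhibition above a per-plate cutoff of the control wells' mean inhibition plus 3 SD, cut at about 5.5% in these data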;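 also: 0% = DMSO wells median and 100% = median of wells with control inhibitor compound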
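Material: T. brucei methionyl-tRNA synthetase, purified; reagent: substrates ATP, L-methionine and bulk Escherichia coli tRNA; dosing: 11.9 µM single point; timing: 15 min plus 2 h at 25 °C; detection: luminescence of leftover ATP; evaluation: % inhibition; control set: DMSO-only wells as low control; replicates: singlicate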
MsrA inhibitor = inhibitors of bovine MsrA; purified bovine MsrA, absorbance read-out; inhibition, % at 15.5 µM; hit rate 0.75% among 360,000; in the data active = inhibition above about 4.5%;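 also: 0% = vehicle wells with enzyme and 100% = reference inhibitor wells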
SKN-1 inh = inhibitors of C. elegans SKN-1 | hit rate 0.49% among 360,000 | AID 624304 | inhibition, % at 21.8 µM | C. elegans VP596 Pgst-4::GFP/RFP ratio, acrylamide-induced, 24 h;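 active = interference check ratio from 0.5 to 1.5 plus GFP to RFP signal ratio inhibition reaching or exceeding a fixed threshold, cut at about 30% in these data, passing the limit was not always enough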; also: some compounds called inactive have numbers as strong as hits
MT1-MMP act inh = MT1-MMP (human) activation inhibition. P50281. HT1080 RFP-PRO-GFP cells, GFP/RFP ratio fluorescence, overnight; percent of plate control window, DMSO zero. GFP/RFP ratio change, % at 20 µM. hit rate 0.061% among 360,000. AID 651647;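 active = GFP/RFP ratio change of at least 30% with cell ATP level not reduced by more than half and red fluorescence within 50% of control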; also: strong numbers were not always called active
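Material – HT1080 RFP-PRO-GFP cells · Control set – DMSO wells and RFP-L50D-GFP cells · Incubation – overnight cell settling, then overnight compound exposure, 37 °C, 5% CO2 · Compound dosing – single-point 20 µM compound, 1% DMSO · Read-out – GFP/RFP fluorescence ratio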
Starred values were filed as active, the others as inactive; nt = not tested or not shown; & = joins results of further samples.

SMILES | PABP1 MLLE inh | MsrA act | FAS TE block | eLon inh | NRP1-CendR mod | Tb MetRS inh | MsrA inhibitor | SKN-1 inh | MT1-MMP act inh
CCCCN(C)CCNS(=O)(=O)c1ccc2c(c1)n(C)c(=O)c(=O)n2C | 1 | -2 | 3 | -4 | -5 | 0.1 | 0.8 | -15 | 0
O=C(Nc1nc(-c2ccccc2)ns1)c1ccncc1 | 6 | 0 | -6 | 2 | 6 | 0.2 | 0.2 | 9 | -8
CCc1cccc(NS(=O)(=O)c2ccc(-n3cccn3)cc2)c1 | -11 | 0 | 17 | 5 | -2 | 0.5 | -0.5 | -10 | 2
O=C(CC12CC3CC(CC(C3)C1)C2)N1CCCOC1 | 6 | 2 | -1 | -9 | -12 | -0.8 | 0.3 | 8 | 5
CC(C)(C)OC(=O)C[C@@H]1C/C=C\C[C@@H](CC(=O)NCCO)C(=O)N[C@H](C(C)(C)C)COC1=O | -13 | -2 | -15 | -11 | -3 | -0.2 | -0.8 | -9 | 0
O=C(Cn1cnc2c(nnn2-c2ccccc2)c1=O)NCc1ccc(F)cc1 | -6 | -8 | -3 | -2 | 4 | 0.2 | -0.1 | -4 | 8
CC(=O)Nc1ccc(CN(C)c2c(C)nc3ccc(C(=O)N4CCN(C(=O)c5ccco5)CC4)cn23)cc1 | 2 | 0 | -1 | -5 | -1 | 0.2 | -0.4 | 14 | -2
COc1cc(C(=O)Nc2cc(C(F)(F)F)ccc2Cl)cc(OC)c1OC | 7 | -1 | 5 | -5 | -2 | -0.3 | -1.2 | -7 | 1
COc1ccc(Cc2nc3ccc(C(=O)NCc4ncc(C)[nH]4)cc3o2)cc1OC | 1 | -6 | -8 | 11 | -3 | -0.3 | -1.1 | -7 | 3
O=C(COc1cccc(C(F)(F)F)c1)NCC(c1ccco1)N1CCCC1 (centres undefined) | -28 | -3 | -5 | -8 | -43 | -0.3 | 0.9 | 1 | -5
CCCCOc1ccc(N2C(=O)CC(NCCc3ccc(S(N)(=O)=O)cc3)C2=O)cc1 (centres undefined) | 1 | 0 | -7 | 3 | -40 | 0.1 | -1.5 | -7 | 2
O=C(NCC1CCCO1)c1ccc(CS(=O)(=O)c2ccc(Cl)cc2)o1 (centres undefined) | -5 | 2 | -5 | -4 | 1 | 0.4 | 0.3 | 6 | -9
Cc1ccccc1NC(=O)CCC(=O)N/N=C/c1cccnc1 | -12 | -2 | -3 | -7 | 22* | -0.2 | 0.6 | -2 | -4
O=C(CN1CCc2ccccc21)NC(c1ccccc1)c1ccccc1 | -3 | -5 | -3 | -11 | -6 | -0.7 | -0.3 | 9 | -6
Cc1nc(SCC(=O)Nc2ccc(N3CCOCC3)cc2)nc(C)c1C | -4 | -6 | -2 | 5 | -11 | -1.2 | 0.9 | -7 | 6
C/C(=N\Nc1ccccc1[N+](=O)[O-])c1ccc(N2CCOCC2)cc1 | 5 | -2 | 1 | 1 | 0 | 0.5 | -0.8 | -1 | 4
CCN1C(=O)/C(=C/C=C2/Sc3ccccc3N2CCO)SC1=S | -108 | 0 | -2 | -137 | -124 | -0.4 | -1.8 | 29 | 29
CCCCCCCC(=O)NNC(=O)c1c(O)c2ccccc2[nH]c1=O | -10 | -4 | -25 | -2 | -2 | 0.6 | 0.9 | -2 | 6
CCCN(CCC)C(=O)c1oc2ccccc2c1NC(=O)Cc1cccc(OC)c1 | -8 | -2 | 16 | 5 | 9 | -0.9 | -0.2 | -15 | -1
COc1ccc(Cl)cc1-c1csc(N)n1 | -10 | -4 | -1 | -1 | 4 | 0.3 | 1.7 | -4 | 0
CC(C)CC(=O)NC(=S)Nc1ccc(Cl)cn1 | 15 | -3 | 5 | 4 | -12 | 0.7 | -0.1 | 15 | 0
O=C(N=C1SC2CS(=O)(=O)CC2N1c1ccc(Br)cc1Cl)C1CC1 (centres undefined) | -3 | -1 | 0 | -8 | -5 | -0.1 | 0.2 | 9 | -5
CN1CCN(C2=NCCO2)CC1 | 2 | -1 | 1 | 2 | 9 | 0.4 | -1.4 | 17 | -4
Nc1nc(SCC(=O)Nc2ccc(Cl)c([N+](=O)[O-])c2)n[nH]1 | 8 | -2 | -10 | -1 | 2 | -0.4 | -0.8 | -1 | 6

An excerpt from above in order of the NRP1-CendR mod value, lowest first:
smiles	NRP1-CendR mod
O=C(CN1CCc2ccccc21)NC(c1ccccc1)c1ccccc1	-6
O=C(N=C1SC2CS(=O)(=O)CC2N1c1ccc(Br)cc1Cl)C1CC1 (centres undefined)	-5
COc1ccc(Cl)cc1-c1csc(N)n1	4
CN1CCN(C2=NCCO2)CC1	9

One compound at a time, from the list above. Order of values: PABP1 MLLE inh, MsrA act, FAS TE block, eLon inh, NRP1-CendR mod, Tb MetRS inh, MsrA inhibitor, SKN-1 inh, MT1-MMP act inh
Listed for CCCN(CCC)C(=O)c1oc2ccccc2c1NC(=O)Cc1cccc(OC)c1 → -8, -2, 16, 5, 9, -0.9, -0.2, -15, -1
Listed for Cc1ccccc1NC(=O)CCC(=O)N/N=C/c1cccnc1 → -12, -2, -3, -7, 22*, -0.2, 0.6, -2, -4

Continuation.
SMILES | PABP1 MLLE inh | MsrA act | FAS TE block | eLon inh | NRP1-CendR mod | Tb MetRS inh | MsrA inhibitor | SKN-1 inh | MT1-MMP act inh
CCOC(=O)c1ccc(NC(=O)Cn2cnc(S(=O)(=O)N3CCCC3)c2)cc1 | 6 | -2 | -3 | 5 | 6 | 0.3 | nt | -15 | 3
CCOC(=O)C1=C(C)N(CCCC(=O)O)C(=O)NC1c1ccccc1OS(=O)(=O)c1ccccc1[N+](=O)[O-] (centres undefined) | -3 | -4 | -5 | -7 | -3 | -0.3 | -0.9 | -1 | -2
COc1ccc(Br)c(C(=O)OCc2cc(=O)oc3cc(C)ccc23)c1 | 0 | -2 | 21 | 8 | -8 | -0.6 | -1.0 | -17 | -3
CSc1ccc(CN(C)C(=O)c2cccc(S(=O)(=O)NCc3ccccc3)c2)cc1 | 7 | -2 | 19 | 2 | 7 | 0.2 | -0.1 | 7 | -1
Cc1nn(-c2ccccc2Cl)c2sc(C(=O)Nc3nnc(C4CC4)s3)cc12 | -4 | -5 | -5 | -11 | -3 | -0.4 | -0.8 | 3 | 6
CCCNCc1cc(OC)c(OCCC)cc1Cl | -12 | -2 | -3 | -12 | -1 | -0.3 | -1.2 | 22 | 7
CCC(c1nc2ccccc2[nH]1)N(CCCn1ccnc1)C(=O)c1ccc(C(F)(F)F)cc1 (centres undefined) | 5 | -1 | -6 | -13 | -6 | -0.1 | 0.9 | 0 | -2
O=C(N/N=C\c1ccc(OCC(=O)N2CCCC2)cc1)C(=O)Nc1ccccc1F | -7 | -6 | -4 | -3 | 11 | -0.1 | 3.1 | 1 | 1
COC(=O)Cc1ccc(NC(=S)NCCCO)cc1 | -4 | -5 | -7 | -9 | 40* | -0.3 | 0.5 | -13 | 4
COc1ccccc1C1CCN(C(=S)Nc2ccc(Br)cc2)CC1 | -122 | -4 | 31 | 10 | -10 | -0.1 | -0.9 | -3 | -1
Cc1ccc(-c2csc(NC(=O)c3cccc(S(=O)(=O)N4CCN(C)CC4)c3)n2)cc1 | 0 | -10 | 17 | 6 | 2 | -1.1 | -0.4 | 2 | 4
COCCOC(=O)c1c(C)oc2ccc(OS(C)(=O)=O)cc12 | -2 | -4 | -6 | -6 | 2 | -0.4 | 1.4 | -10 | -1
CC1(C)CC(=O)C=C(c2cccc3c2Oc2ccccc2S3)C1 | 9 | -4 | 24 | -2 | 11 | -0.1 | 0.3 | -4 | 0
O=C(NCC1CCCO1)C1CCCN(c2ncccn2)C1 (centres undefined) | 1 | -6 | -5 | 1 | -1 | -1.2 | 0.2 | -4 | 5
COc1ccc(-c2c[n+](CC(=O)c3cccs3)c3n2CCC3)cc1 | -14 | -10 | -5 | 19 | 9 | -1.1 | 0.8 | 0 | nt
COc1ccc(-c2nnn(CC(=O)N(CCN3CCOCC3)C(C(=O)NC3CCCC3)c3ccco3)n2)cc1 (centres undefined) | 3 | -3 | -1 | 2 | 3 | -0.1 | -1.4 | -2 | 1
Cc1ccc(OCC(=O)Nc2ccon2)c([N+](=O)[O-])c1 | -1 | -5 | -5 | 10 | 11 | -0.7 | 1.2 | -14 | 0
CSc1nc(C)c2cc(C)oc2n1 | -4 | -5 | -4 | -12 | -5 | 0.0 | -1.6 | -1 | 1
COC(=O)c1ccc(NC(=O)Nc2ccc(F)c(Cl)c2)cc1 | -16 | -5 | 22 | -2 | 17 | -0.7 | 0.0 | -4 | 4
COc1ccc(-c2nc(C(=O)O)cs2)cc1OC | 4 | -10 | -3 | 3 | 16 | -1.3 | 1.2 | -5 | 0
COc1ccc(-c2cc(C(=O)O)c(C)o2)cc1OC | -2 | 2 | -9 | -5 | -3 | -0.4 | 0.0 | 23 | 6
O=c1[nH]cnc2c1cnn2Cc1ccccc1Cl | -9 | -2 | -2 | -9 | -9 | -0.4 | 1.0 | 9 | 2
Cc1ccccc1NC(=O)C1CCCN1C(=O)NC1CCCCC1 (centres undefined) | -6 | 0 | -5 | -6 | 5 | 0.0 | -0.2 | -1 | -1
CCC(=O)c1ccc(OCC(=O)OCc2csc(CC(=O)Nc3ccccc3C)n2)cc1 | -17 | -1 | -3 | -9 | -11 | -0.4 | -0.6 | 1 | 0
Cc1cc(=O)[nH]c2c1c(C)nn2-c1ccccc1 | 1 | -7 | -5 | -1 | 6 | -2.0 | 2.7 | 13 | -5
O=C(/C=C/c1ccccc1[N+](=O)[O-])NCC1CCCO1 (centres undefined) | 3 | -3 | -6 | 3 | -6 | 0.5 | 1.3 | 4 | 2
COc1cc(OC)cc(-n2nc(C(=O)N3CC(C)CC(C)C3)c3ccccc3c2=O)c1 (centres undefined) | 2 | 4 | 12 | 4 | -11 | -0.5 | -0.7 | 7 | 4
COCC(=O)Nc1nnc(SCC(=O)N2CCCCC2)s1 | 7 | -3 | -6 | -5 | 15 | 0.4 | 0.5 | 20 | 2
CC(C)[C@H](CO)N(Cc1cccc(F)c1)c1nc(Nc2cccc(Cl)c2)c2ncn(C(C)C)c2n1 | -8 | 3 | 16 | 1 | -5 | 0.9 | 2.3 | 9 | -9
COc1ccccc1S(=O)(=O)Cc1ccc(C(=O)NCCN2CCCCCC2)o1 | 3 | 1 | -4 | -1 | 4 | 0.2 | -0.7 | 14 | 0
O=C(O)C(Cc1cc(Cl)ccc1Cl)Sc1nc2ccccc2[nH]1 (centres undefined) | 11 | -1 | -5 | 7 | 4 | 0.5 | -0.7 | -13 | -2
CCCCCCn1c(SCC(C)C)nc2c1c(=O)[nH]c(=O)n2C | -3 | -3 | -10 | 0 | 2 | -0.9 | -0.8 | 8 | -11
Cc1ccc(C)c(-n2nnnc2SCC(=O)NCC2CCCO2)c1 (centres undefined) | 10 | 0 | -8 | -1 | 8 | -0.2 | -1.1 | 6 | -2
Nc1c2c(nc3ccccc13)CCCC2 | 4&8 | -3&-3 | -3&-6 | 0&-3 | 5&-1 | -0.1&-0.6 | 0.1&2.0 | -11&-5 | 1&1
CCCCOc1ccc(-c2ncc(Cl)cn2)cc1 | 6 | -1 | -2 | 1 | 18 | -0.3 | -1.1 | 3 | 4
N#CCCn1cc(C=C(C#N)C#N)c(-c2ccc(-c3ccccc3)cc2)n1 | 1 | -3 | 34 | -7 | -14 | -0.2 | 0.4 | -2 | -4
